Assay outcomes: PubChem, several laboratories
CR mimetic SO: yeast age-related superoxide inhibition as caloric restriction mimetic. superoxide response (% of plate mean), % at 10 µM. hit rate 0.18% among 330,000. S. cerevisiae aged cells, superoxide DHE fluorescence; active compounds read low;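 active means superoxide response under a set limit, about three screen SD below normal, cut at about 65% in these data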;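 further: yeast aged for seven days with compound at 30 °C before DHE staining; 100% = average MFI of all compound-treated wells on the plate with controls excluded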
EBNA-1 inhibitor: blocks EBNA-1 binding to DNA; hit rate 0.34% among 300,000; inhibition, % at 14.8 µM; EBNA-1 DNA binding, fluorescence polarization; in the data active means inhibition above about 28%
BCLXL inh: blocks human Bcl-xL binding to Bim BH3 peptide. Q07817. GST-Bcl-xL / FITC-Bim BH3 peptide fluorescence polarization. inhibition, % at 10.9 µM. hit rate 0.7% among 320,000;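 active means inhibition above the mean of all tested compounds plus 3 SD, cutoff set per campaign, cut at about 30% in these data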;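 further: 0% = DMSO wells and 100% = unlabeled Bim-BH3 peptide competitor; inhibitors lower millipolarization by displacing the labeled peptide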
Target sequence (Q07817 whole entry, looked up): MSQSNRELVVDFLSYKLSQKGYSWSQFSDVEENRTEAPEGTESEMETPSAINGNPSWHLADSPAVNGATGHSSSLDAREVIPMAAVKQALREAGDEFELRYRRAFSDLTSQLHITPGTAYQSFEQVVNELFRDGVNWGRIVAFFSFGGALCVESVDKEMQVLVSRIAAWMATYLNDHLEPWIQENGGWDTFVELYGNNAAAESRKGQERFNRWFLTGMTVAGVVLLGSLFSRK
MEX-5 binding: C. elegans MEX-5 TCR-2 RNA binding activity; Q9XUB2; MEX-5/FITC-TCR2 RNA binding, fluorescence polarization; active compounds read low; activity score (negative = inhibition of binding), % at 10 µM; hit rate 0.38% among 300,000;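 active means inhibition past about -25% in most replicates, and total fluorescence under double the plate's negative control median, limit read from the data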;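 further: 0% = DMSO and -100% = 5 µM competing unlabeled TCR2 RNA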
Target sequence (Q9XUB2 whole entry, looked up): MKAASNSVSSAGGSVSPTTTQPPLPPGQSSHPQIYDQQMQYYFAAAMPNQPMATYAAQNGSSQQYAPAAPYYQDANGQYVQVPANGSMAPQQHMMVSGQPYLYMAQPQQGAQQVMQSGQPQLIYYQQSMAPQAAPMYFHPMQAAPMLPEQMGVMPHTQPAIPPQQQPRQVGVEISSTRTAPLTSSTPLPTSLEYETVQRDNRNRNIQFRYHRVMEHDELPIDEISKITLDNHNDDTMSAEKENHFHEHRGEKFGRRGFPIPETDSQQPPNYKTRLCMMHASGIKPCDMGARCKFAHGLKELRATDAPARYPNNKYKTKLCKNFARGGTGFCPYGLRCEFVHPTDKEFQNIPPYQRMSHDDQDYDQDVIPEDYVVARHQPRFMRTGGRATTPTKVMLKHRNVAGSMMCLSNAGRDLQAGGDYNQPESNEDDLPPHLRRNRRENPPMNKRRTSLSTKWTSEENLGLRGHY
Fam108B inh: blocks mouse Fam108B hydrolase in RBBP9 counter-screen. recombinant Fam108B, FP-Rh probe fluorescence polarization. inhibition, % at 9.51 µM. hit rate 0.33% among 300,000. AID 1947;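 active means inhibition above the screen mean inhibition plus 3 SD, computed separately per campaign, cut at about 18% in these data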;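 further: inhibitors lower polarization as less probe binds the enzyme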
MCL1 BIM primary: inhibitors of human MCL1 binding to BIM-BH3 peptide; Q07820; GST-MCL1 / FITC-Bim-BH3 fluorescence polarization; inhibition, % at 10.9 µM; hit rate 0.68% among 320,000; AID 2057;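 active means inhibition above the mean inhibition of all tested compounds plus 3 SD, set per campaign, cut at about 40% in these data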;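 further: 0% = DMSO wells and 100% = unlabeled Bim-BH3 peptide control; higher means more loss of mP so more displacement of Bim peptide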
Target sequence (Q07820 whole entry, looked up): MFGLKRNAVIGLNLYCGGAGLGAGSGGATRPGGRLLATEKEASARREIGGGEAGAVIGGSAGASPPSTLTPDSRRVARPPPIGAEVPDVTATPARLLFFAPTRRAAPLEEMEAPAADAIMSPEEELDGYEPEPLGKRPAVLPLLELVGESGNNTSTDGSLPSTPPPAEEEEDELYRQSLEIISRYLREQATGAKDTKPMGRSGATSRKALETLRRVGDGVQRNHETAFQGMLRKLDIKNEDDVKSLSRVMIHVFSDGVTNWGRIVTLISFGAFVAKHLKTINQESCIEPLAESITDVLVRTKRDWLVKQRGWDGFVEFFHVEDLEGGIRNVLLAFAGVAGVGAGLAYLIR
Efflux pump inh: antifungal efflux pump inhibition, Nile Red retention | S. cerevisiae Candida pump triplex | inhibition, % at 10 µM | hit rate 0.44% among 330,000;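 active means plate passing quality check with inhibition over a set limit, or well fluorescence over plate mean plus 4 SD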;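 further: Nile Red retained in pooled yeast measured as flow cytometry median fluorescence; 0% = buffer negative control and 100% = Enniatin B positive control; higher means more Nile Red kept so more efflux inhibition; some compounds called inactive have numbers as strong as hits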
ZTA DNA inh: ZTA (EBV) inhibition in EBNA-1 counter-screen | ZTA-DNA binding, fluorescence polarization | P03206 | hit rate 0.15% among 320,000 | AID 2234 | inhibition, % at 11 µM; in the data active means inhibition above about 33%
GLD-1 RNA inh: GLD-1-TGE RNA interaction inhibition (C. elegans); hit rate 0.44% among 320,000; inhibition, % at 5.96 µM; purified GLD-1 + fluorescein TGE RNA, fluorescence polarization;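 active means percent inhibition above a per-plate cutoff, the plate mean of test compounds plus 3 SD, cut at about 30% in these data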;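 further: 0% = DMSO wells with GLD-1 and probe and 100% = wells lacking GLD-1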
Numbers without * were called inactive; x = no result given; & = joins results of further samples. Hits appear at their usual frequency; 2.3% or so of the library scored in one or more.

(1) O=C1c2oc3ccccc3c(=O)c2C(c2cccc(O)c2)N1CCCN1CCOCC1 (stereo not given)
(2) CC(C)CCNC(=O)c1ccc2c(SCC(=O)O)c3c(nc2c1)CCC3
(3) CCCc1nnc(NC(=O)CCC(=O)Nc2ccc(Cl)cc2)s1
(4) Cc1ccc(-c2csc(C3=C(O)CN(NC(=O)c4ccc([N+](=O)[O-])cc4)C3=N)n2)cc1
(5) CCC(=O)Nc1ccc(OCc2nc3ccccc3s2)cc1
(6) COc1ccc(C(=O)NCc2nc3ccccc3[nH]2)cc1OC
(7) O=C(Cn1cc2c(n1)CCCC2)N1CCc2ccccc21
(8) O=C1OCc2ccc(NC(=O)c3sccc3Cl)cc21
assay / compound,1,2,3,4,5,6,7,8
CR mimetic SO,84,100,119,97,98,92,100,102
EBNA-1 inhibitor,12,1,-10,7,-3,12,2,-5
BCLXL inh,3,5,-2,6,-7,4,1,0
MEX-5 binding,-5.3,0.8,3.0,1.8,0.5,2.7,-4.2,-0.8
Fam108B inh,2,2,-3,2,4,-4,-1,4
MCL1 BIM primary,2,-2,-5,-3,-18,-2,-2,-2
Efflux pump inh,-0.3,0.0,0.6,-0.1,0.3,0.0,-0.1,-0.3
ZTA DNA inh,-8,1,-10,-8,5,7,-12,-26
GLD-1 RNA inh,5,4,-5,-2,-2,0,-4,4

(9) COc1ccc(-c2nn(-c3ccccc3)cc2C(=O)n2nnc3ccccc32)cc1
(10) O=C(NCc1ccccc1C(F)(F)F)C1CC(O)CN1C(=O)Nc1ccccc1 (stereo not given)
(11) CN(C)Cc1ccc(F)cc1Sc1ccc(Cl)cc1Cl
(12) COc1cc(C(=O)Nc2nc(C)cc(C)n2)cc(OC)c1OC
(13) COc1cccc(C(=O)Nc2ccc(S(=O)(=O)Nc3nccc(C)n3)cc2)c1
(14) CCOC(=O)/C(=N\Nc1ccc(Br)cc1)N1CC(C)OC(C)C1 (stereo not given)
(15) Cc1ccc2oc(C(=O)N(Cc3nccn3C)C(C)C)c(C)c2c1
(16) CCOc1ccc(CCn2c(-c3ccco3)nc3ccccc3c2=O)cc1OCC
assay / compound,9,10,11,12,13,14,15,16
CR mimetic SO,98,105,99,97,95,108,99,97
EBNA-1 inhibitor,4,-9,6,5,-3,-5,-6,-3
BCLXL inh,3,-1,1,0,3,1,5,4
MEX-5 binding,0.4,2.2,0.1,1.3,3.5,1.2,0.9,-0.5
Fam108B inh,-1,2,-2,0,-1,0,2,0
MCL1 BIM primary,-5,-5,0,1,7,2,-2,7
Efflux pump inh,0.1,0.2,-0.2,-0.1,-0.1,0.0,0.0,-0.1
ZTA DNA inh,14,-10,-5,2,-1,-7,-9,-10
GLD-1 RNA inh,11,9,-3,5,5,2,-2,8

(17) O=C(NC1CCCCC1)NC1C2CC3CC(C2)CC1C3 (stereo not given)
(18) O=C(NCCC1=CCCCC1)c1cc(S(=O)(=O)N2CCCCC2)ccc1Cl
(19) CC1CN(CC(=O)Nc2cc(S(=O)(=O)N3CCCC3)ccc2Cl)CC(C)O1 (stereo not given)
(20) CCCCc1ccc(NC(=O)OC)cc1
(21) CCCCn1c(N)c(N(CC(C)C)C(=O)CN2C(=O)NC3(CC(C)CC(C)(C)C3)C2=O)c(=O)[nH]c1=O (stereo not given)
(22) CCC(C)(C)NC(=O)C(c1ccco1)N(C(=O)CNC(=O)c1cccs1)c1cccnc1 (stereo not given)
(23) O=C(CCCN1C(=O)/C(=C\c2ccccc2)SC1=S)Nc1ccc(O)cc1
(24) CC1CCCCN1C(=O)CSc1ccc(-c2ccc(F)cc2)nn1 (stereo not given)
assay / compound,17,18,19,20,21,22,23,24
CR mimetic SO,85,94,98,100,95,94,94,97
EBNA-1 inhibitor,-2,1,-5,2,0,11,-5,0
BCLXL inh,0,1,-2,5,-7,10,3,3
MEX-5 binding,1.0,-1.0,1.1,0.7,3.1,-0.7,-1.2,0.5
Fam108B inh,1,5,1,-8,-1,5,0,2
MCL1 BIM primary,5,-4,2,4,-14,7,0,4
Efflux pump inh,0.4,0.0,0.1,-0.2,0.9*,-0.2,-0.4,0.0
ZTA DNA inh,-11,9,-5,166*,1,3,10,5
GLD-1 RNA inh,7,4,-4,3,-2,6,3,7

(25) COc1cccc(C(=O)NC(C)CCc2ccccc2)c1 (stereo not given)
(26) CN(C)c1ccc2c3c(cccc13)C(=O)N(c1ccccc1)C2=O
(27) Cc1c(C)c2cc(Cl)c(OCC(=O)NCCCn3ccnc3)cc2oc1=O
(28) O=S(=O)(NCc1c(Cl)cccc1Oc1ccccc1)c1ccc(F)cc1
(29) Nc1nc(CN2CCN(c3ccccn3)CC2)nc(Nc2ccc(F)cc2)n1
(30) CCOc1ccc(C(N)=O)cc1OC
(31) c1cncc(-c2nc3ccccn3c2Nc2ccc3c(c2)OCCO3)c1
(32) COc1ccc(N(Cc2ccccc2)C(=O)c2ccccc2[N+](=O)[O-])cc1
assay / compound,25,26,27,28,29,30,31,32
CR mimetic SO,88,98,87,110,121,108,92,87
EBNA-1 inhibitor,-9,-2,5,8,-5,2,8,-1
BCLXL inh,-2,81*,4,-1,2,1,6,2
MEX-5 binding,-1.7,0.5,3.3,0.9,1.5,-1.2,-0.6,2.1
Fam108B inh,0,1,-1,0,-4,-2,9,1
MCL1 BIM primary,-7,77*,7,0,-1,7,7,2
Efflux pump inh,-0.1,0.0,-0.3,0.0,0.0,0.0,-0.1,-0.1
ZTA DNA inh,6,9,13,12,0,-24,-4,2
GLD-1 RNA inh,-1,69*,1,-2,3,7,-2,3

(33) CN1C(=O)c2ccc(C(=O)NCc3ccco3)cc2C1=O
(34) COc1ccc(N2CCN(CCCNS(=O)(=O)c3ccc4c(c3)oc(=O)n4C)CC2)cc1
(35) CCOCCCNC(=O)C(NC(=O)c1cnccn1)c1ccc(OC)cc1 (stereo not given)
(36) O=C(/C=C/c1ccccc1)Oc1cccc(C(=S)N2CCOCC2)c1
(37) O=C(O)CCCNC(=O)C(c1ccccc1)c1ccccc1
(38) O=C(NCc1nnc(SCc2ccc(F)cc2)n1-c1ccc(F)cc1)C12CC3CC(CC(C3)C1)C2
(39) CC(=O)Nc1c2c(nn1-c1cccc(Cl)c1)CS(=O)C2 (stereo not given)
(40) COC(=O)c1oc2ccc(Cl)cc2c1-n1cccc1
assay / compound,33,34,35,36,37,38,39,40
CR mimetic SO,119,112,107,103,110&126,80,99,95
EBNA-1 inhibitor,-9,-1,-1,-3,-10&12,6,4,13
BCLXL inh,0,0,12,5,5&0,7,-3,2
MEX-5 binding,1.4,0.2,-1.6,1.0,2.6&1.5,-4.3,2.5,1.2
Fam108B inh,-6,1,-2,9,1&-2,-2,2,-2
MCL1 BIM primary,5,2,5,7,1&-9,17,0,6
Efflux pump inh,-0.1,0.0,-0.1,0.3,0.0&0.2,-6.2,0.0,0.1
ZTA DNA inh,-23,5,-14,18,-7&2,-1,-4,18
GLD-1 RNA inh,6,6,1,3,2&2,5,2,-3

Only MCL1 BIM primary, for some of the entries so far:
| cpd | canonical_smiles | MCL1 BIM primary |
| --- | --- | --- |
| 39 | CC(=O)Nc1c2c(nn1-c1cccc(Cl)c1)CS(=O)C2 (stereo not given) | 0 |
| 40 | COC(=O)c1oc2ccc(Cl)cc2c1-n1cccc1 | 6 |
| 34 | COc1ccc(N2CCN(CCCNS(=O)(=O)c3ccc4c(c3)oc(=O)n4C)CC2)cc1 | 2 |
| 37 | O=C(O)CCCNC(=O)C(c1ccccc1)c1ccccc1 | 1&-9 |
| 33 | CN1C(=O)c2ccc(C(=O)NCc3ccco3)cc2C1=O | 5 |

Pulled by compound from above, 2 records:
(33) CN1C(=O)c2ccc(C(=O)NCc3ccco3)cc2C1=O
(34) COc1ccc(N2CCN(CCCNS(=O)(=O)c3ccc4c(c3)oc(=O)n4C)CC2)cc1
assay / compound,33,34
CR mimetic SO,119,112
EBNA-1 inhibitor,-9,-1
BCLXL inh,0,0
MEX-5 binding,1.4,0.2
Fam108B inh,-6,1
MCL1 BIM primary,5,2
Efflux pump inh,-0.1,0.0
ZTA DNA inh,-23,5
GLD-1 RNA inh,6,6

(next part)
(41) COc1ccc(S(=O)(=O)N2CCN(C(=S)Nc3ccc(S(N)(=O)=O)cc3)CC2)cc1
(42) O=C(NCc1ccco1)C1CC(c2ccc(F)cc2)=NO1 (stereo not given)
(43) O=C(NCCN1CCCC1)C(c1ccccc1)c1ccccc1
(44) COC(=O)CNC(c1ccccc1)c1cc(C)ccc1NC(=O)c1cccc(Cl)c1 (stereo not given)
(45) COc1ccc2ccccc2c1/C=N\NC(=O)c1cccnc1
(46) N#CCSc1nc2scc(-c3cccs3)c2c(=O)n1CCc1ccccc1
(47) Cc1ccc(CC2SC(=O)NC2=O)cc1Cl (stereo not given)
(48) CCOc1ccc(-c2nnc3sc(COc4ccc(Cl)cc4)nn23)cc1
assay / compound,41,42,43,44,45,46,47,48
CR mimetic SO,82,98,87,109,101,103,116,111
EBNA-1 inhibitor,-9,2,-6,-8,7,4,1,-7
BCLXL inh,2,5,5,1,4,-1,3,1
MEX-5 binding,-0.5,-0.4,-2.9,-0.3,0.7,-0.5,0.6,0.8
Fam108B inh,-2,-4,3,-6,1,0,-1,4
MCL1 BIM primary,8,-5,5,3,7,1,6,-4
Efflux pump inh,-0.4,-0.2,-0.1,-0.1,0.1,0.1,-0.1,0.0
ZTA DNA inh,-21,-7,-21,-6,0,5,6,-17
GLD-1 RNA inh,0,5,-5,-2,-3,1,1,0

(49) O=C(O)C1C2C=CC(C2)C1C(=O)NCc1cccs1 (stereo not given)
(50) Cc1ccc(Nc2nnc(SC/C(O)=C(\C#N)c3nc4ccccc4[nH]3)s2)c(C)c1
(51) O=C(NCCCN1CCCC1=O)C1CCCO1 (stereo not given)
(52) COc1cc2c(cc1NC(=O)CSc1cccc[n+]1[O-])oc1ccccc12
(53) O=C(COc1ccc(F)cc1)Nc1nnc(S(=O)(=O)N2CCCC2)s1
(54) CN(C)S(=O)(=O)N(CC(=O)Nc1ccc(S(=O)(=O)N2CCCC2)cc1)c1ccccc1
(55) COc1cc(OC)nc(NC(=O)COC(=O)c2cccc(Cl)c2)n1
(56) Cc1ccc(CNC(=O)CCn2nc(-c3ccc(Cl)cc3)ccc2=O)cc1
(57) Cc1cn2c(-c3ccncc3)nnc2s1
(58) Cc1nc(SCC(=O)N(CC(C)C)C2CCS(=O)(=O)C2)c2c(C)c(C)sc2n1 (stereo not given)
(59) COC(=O)CCCC1=CC2=CC(=O)C(C)(OC(=O)c3cccs3)C(=O)C2=CN1CCc1c[nH]c2ccccc12 (stereo not given)
assay / compound,49,50,51,52,53,54,55,56,57,58,59
CR mimetic SO,94,98,98,102,105,97,101,106,102,92,105
EBNA-1 inhibitor,5,-7,11,8,-1,6,1,-3,5,x,7
BCLXL inh,3,21,5,2,4,5,3,0,9,-8,5
MEX-5 binding,-1.5,-2.2,2.0,-3.5,3.4,2.5,2.2,-0.6,-3.6,x,-3.4
Fam108B inh,0,18,3,4,-2,-2,0,-22,5,x,-1
MCL1 BIM primary,-3,1,5,3,6,7,5,-3,2,-7,5
Efflux pump inh,0.4,-0.2,-0.1,-0.1,-0.6,0.0,-0.2,-0.3,0.0,0.1,0.0
ZTA DNA inh,0,9,4,1,15,-2,10,-16,1,-1,-8
GLD-1 RNA inh,-4,9,0,1,0,8,3,4,-1,7,8
